Screening data: PubChem BioAssay, several laboratories
sEH inhibitor: soluble epoxide hydrolase (human) inhibition; hit rate 0.34% among 91,000; P34913; recombinant human sEH enzymatic activity assay; inhibition, % at 2 µM; in the data active means inhibition above about 80%; further: values of inactives mirror those of a sister screen read the other way; many of its hits are not listed in these tables
ERb coact inh: ER-beta (human) coactivator binding inhibition | Q92731 | TR-FRET ER-beta LBD / SRC1-Cy5 peptide binding; receptor agonist-loaded with 1 µM estradiol | inhibition, % at 25.6 µM | hit rate 1.3% among 86,000 | AID 633;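 active means compounds whose percent inhibition of the receptor-coactivator binding signal exceeds about 50% in the single-dose screen, limit read from the data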;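 further: 0% = receptor plus peptide wells without compound and 100% = peptide-only wells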
Target sequence (Q92731 whole entry, looked up, the tested form may be a part): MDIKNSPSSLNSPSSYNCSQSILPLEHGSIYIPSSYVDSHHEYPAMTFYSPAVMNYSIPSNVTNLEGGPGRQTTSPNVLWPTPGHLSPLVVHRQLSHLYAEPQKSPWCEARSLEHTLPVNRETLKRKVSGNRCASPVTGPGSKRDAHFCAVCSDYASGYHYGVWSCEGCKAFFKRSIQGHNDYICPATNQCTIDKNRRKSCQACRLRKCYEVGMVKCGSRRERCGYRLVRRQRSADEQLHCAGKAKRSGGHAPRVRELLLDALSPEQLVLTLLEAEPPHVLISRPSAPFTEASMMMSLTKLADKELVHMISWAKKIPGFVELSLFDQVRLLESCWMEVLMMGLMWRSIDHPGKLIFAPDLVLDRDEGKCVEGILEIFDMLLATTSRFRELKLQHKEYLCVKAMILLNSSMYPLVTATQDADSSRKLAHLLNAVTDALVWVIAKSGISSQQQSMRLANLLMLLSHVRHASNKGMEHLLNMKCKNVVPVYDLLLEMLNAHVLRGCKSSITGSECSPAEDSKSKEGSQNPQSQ
ERa coact pot: enhances coactivator binding to human estrogen receptor alpha; coactivator binding (% of control), % at 25.6 µM; hit rate 1.3% among 86,000; P03372; TR-FRET ERalpha-LBD/SRC-Cy5 coactivator binding, 2 h; 100 = basal binding, no effect; in the data active means activity above about 200%;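 further: binding measured in presence of low estradiol as agonist stimulus; 0% = peptide alone without receptor and 100% = receptor with peptide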
sEH activator: increases human soluble epoxide hydrolase activity; purified human sEH enzymatic activity, activator screen; activation, % at 2 µM; hit rate 0.04% among 91,000; AID 717; in the data active means activation above about 37%; further: values of inactives mirror those of a sister screen read the other way
Mac1 fbg enh: CD11b/CD18-fibrinogen binding enhancement; activation, % at 10 µM; P05107+P11215; hit rate 0.07% among 93,000; AID 1499; K562 CD11b/CD18 adhesion to fibrinogen, ATPlite luminescence;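 active means 10 µM primary screen giving 50% or more activity, confirmed by 40% or more on retest at that dose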; further: strong numbers were not always called active; reference of the scale not given here
CD11b adhes inh: inhibitors of human CD11b/CD18 binding to fibrinogen; P05107+P11215; K562 CD11b/CD18 adhesion to fibrinogen, ATPlite luminescence; Mn2+ added to activate the integrin; inhibition, % at 10 µM; hit rate 0.54% among 93,000;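 active means primary inhibition of 50% or more at 10 µM, then 40% or more on retest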; further: some results filed as inactive read as strong as hits
Smad3 FoxH1 inh: Smad3 (human) transcription factor binding inhibition; TR-FRET Smad3/Dy647-FoxH1 peptide binding, europium anti-His; inhibition, % at 25 µM; hit rate 0.29% among 88,000; AID 630;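 active means compounds that reduce the energy-transfer binding signal between the protein and its labelled peptide by more than half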;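 further: 0% = Smad3 plus labelled peptide maximal FRET and 100% = peptide-only background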
Target sequence (P84022 whole entry, looked up): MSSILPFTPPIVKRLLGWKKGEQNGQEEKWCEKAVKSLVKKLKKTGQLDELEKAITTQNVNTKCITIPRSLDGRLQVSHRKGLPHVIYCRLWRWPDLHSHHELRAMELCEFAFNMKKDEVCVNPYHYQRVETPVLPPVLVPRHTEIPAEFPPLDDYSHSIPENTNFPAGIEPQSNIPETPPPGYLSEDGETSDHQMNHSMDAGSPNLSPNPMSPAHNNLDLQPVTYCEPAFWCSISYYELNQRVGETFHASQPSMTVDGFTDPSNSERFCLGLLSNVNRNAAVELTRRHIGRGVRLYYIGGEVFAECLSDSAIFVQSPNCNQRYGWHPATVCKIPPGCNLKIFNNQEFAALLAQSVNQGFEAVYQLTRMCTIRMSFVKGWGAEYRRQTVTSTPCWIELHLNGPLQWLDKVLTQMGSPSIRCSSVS
MT1-MMP txn act: activates MT1-MMP transcription | activation factor at 10 µM | AID 750 | hit rate 0.16% among 86,000 | HT1080 MT1-MMP promoter luciferase reporter, luminescence, overnight; active compounds read high;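 active means activation factor of at least 2 for MT1-MMP transcription at 10 µM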
Candida biofilm: kills Candida albicans biofilms; hit rate 0.14% among 85,000; inhibition, % at 6 µM; C. albicans biofilm + clotrimazole, Alamar Blue;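 active means inhibition above 20%; inactive means inhibition below 20%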;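 further: preformed 24 hr biofilms exposed to compound for 48 hr; 0% = biofilm without compound and 100% = blank killed by clotrimazole plus chlorhexidine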
* = called active by the depositor; . = no result given; [ ] = another dose, or the depositor's remark. A portion of the library, so the mix of outcomes need not match the whole.

#1 C=CCn1cnc2c(c1=O)c1nc3ccccc3nc1n2/N=C/c1cccc(OC)c1
#2 O=C(Nc1ccc(-c2nc3ccccc3[nH]2)cc1)c1ccco1
#3 O=C(NC1CCCCC1)C1CN(S(=O)(=O)c2ccccc2)CCN1S(=O)(=O)c1ccccc1 (stereo unspecified)
#4 COc1cccc(NC(=O)CSCC(=O)O)c1
#5 Cc1ccc(-n2sc3ccccc3c2=O)cc1S(=O)(=O)N1CCCCC1
#6 CCC(=O)N1CCN(CCN=CC2=C(O)CC(C)(C)CC2=O)CC1
#7 Cc1cccc(N2CCN(C(=O)c3cc4n(n3)C(C(F)(F)F)CC(c3ccco3)N4)CC2)c1C (stereo unspecified)
#8 CCC(=O)c1coc2ccc(O)cc12
#9 O=C(Nc1cccc(-c2nnc(-c3ccccc3)o2)c1)C1CCCO1 (stereo unspecified)
#10 CCn1nnnc1-c1ccc(OC)c(S(=O)(=O)Nc2ccc(C)c(C)c2)c1
Screen / compound no.	1	2	3	4	5	6	7	8	9	10
sEH inhibitor	.	.	20	-10	41	8	4	-7	-2	-17
ERb coact inh	33[fluorescence artefact?]	2	-20	-7	7	-4	.	78*[fluorescence artefact?]	2	9
ERa coact pot	94[fluorescence artefact?]	114	86	95	93[fluorescence artefact?]	109	.	45[fluorescence artefact?]	105[fluorescence artefact?]	85[fluorescence artefact?]
sEH activator	.	.	-19	8	-41	-4	-1	9	2	17
Mac1 fbg enh	18	3	-3	-3	-9	2	1	.	5	-2
CD11b adhes inh	7	-13	7	-3	73	-13	-8	.	2	17
Smad3 FoxH1 inh	-9	7	3	1	5	4	.	-3	-1[fluorescence artefact?]	18
MT1-MMP txn act	1	1	1.2	1.1	1.2	1	1.1	1.5	1.2	1
Candida biofilm	-4	5	4	-6	3	7	.	3	6	4

#11 Cc1ccc2c(CC(=O)Nc3ccc(N4CCN(C)CC4)cc3C)coc2c1
#12 CC1CC(=O)c2cnc(Nc3cccc(C(F)(F)F)c3)nc2C1 (stereo unspecified)
#13 CCOC(=O)N1CCN(C(=O)c2ccc3c(c2)sc2nc(-c4ccc(OC)cc4)cn23)CC1
#14 Cc1cccc(NC(=O)CCNS(=O)(=O)c2cccc3nsnc23)c1
#15 O=C(Nc1c(C(=O)N2CCCC2)cnn1-c1ccccc1)c1cccc(F)c1
#16 COC(=O)Cn1c(=O)cnc2ccccc21
#17 Cn1c(CSCc2ccccc2)nnc1SCC(=O)Nc1nccs1
#18 Cc1ccc(NC(=O)CCC(=O)NNC(=O)C(c2ccccc2)c2ccccc2)c(C)c1
#19 O=C1COc2ccc3ccccc3c2CN1
#20 CCn1nnc(-c2ccccc2NC(=O)c2cccc(-n3cnnn3)c2)n1
Screen / compound no.	11	12	13	14	15	16	17	18	19	20
sEH inhibitor	.	-10	8	.	5	.	-4	1	6	0
ERb coact inh	21	-9	.	-15	-4	-1[fluorescence artefact?]	-4	.	-4	17
ERa coact pot	94[fluorescence artefact?]	109	.	105	129	103	95	.	95	96[fluorescence artefact?]
sEH activator	.	9	-9	.	-1	.	3	-1	-3	1
Mac1 fbg enh	32	-3	0	2	.	-5	.	0	0	16
CD11b adhes inh	9	-8	-4	-15	.	-11	.	-22	5	4
Smad3 FoxH1 inh	-1	0	.	7	2[fluorescence artefact?]	-10	15[fluorescence artefact?]	.	4	18[fluorescence artefact?]
MT1-MMP txn act	1.4	1.4	.	1.9	1.2	1.1	1.1	.	1.1	1.1
Candida biofilm	11	4	.	0	0	3	4	.	5	10

Seven structures already listed, ordered by SMILES length, largest number first.
#13 CCOC(=O)N1CCN(C(=O)c2ccc3c(c2)sc2nc(-c4ccc(OC)cc4)cn23)CC1
#18 Cc1ccc(NC(=O)CCC(=O)NNC(=O)C(c2ccccc2)c2ccccc2)c(C)c1
#11 Cc1ccc2c(CC(=O)Nc3ccc(N4CCN(C)CC4)cc3C)coc2c1
#20 CCn1nnc(-c2ccccc2NC(=O)c2cccc(-n3cnnn3)c2)n1
#12 CC1CC(=O)c2cnc(Nc3cccc(C(F)(F)F)c3)nc2C1 (stereo unspecified)
#16 COC(=O)Cn1c(=O)cnc2ccccc21
#19 O=C1COc2ccc3ccccc3c2CN1
Screen / compound no.	13	18	11	20	12	16	19
sEH inhibitor	8	1	.	0	-10	.	6
ERb coact inh	.	.	21	17	-9	-1[fluorescence artefact?]	-4
ERa coact pot	.	.	94[fluorescence artefact?]	96[fluorescence artefact?]	109	103	95
sEH activator	-9	-1	.	1	9	.	-3
Mac1 fbg enh	0	0	32	16	-3	-5	0
CD11b adhes inh	-4	-22	9	4	-8	-11	5
Smad3 FoxH1 inh	.	.	-1	18[fluorescence artefact?]	0	-10	4
MT1-MMP txn act	.	.	1.4	1.1	1.4	1.1	1.1
Candida biofilm	.	.	11	10	4	3	5

Continuation.
#21 CCOC(=O)c1[nH]c(CSc2nnnn2-c2ccccc2C)c(C(=O)OCC)c1C
#22 CCOc1ccc2[nH]c(C)c(CN3CCCCC3)c(=O)c2c1
#23 COc1cc(/C=C(/C#N)c2nc3ccccc3[nH]2)ccc1OCc1ccc(C(=O)O)o1
#24 O=C(NC1CCSC1=O)c1ccc(Cl)cc1 (stereo unspecified)
#25 Cc1ccccc1-n1c(=O)cc(N2CC(C)OC(C)C2)[nH]c1=O (stereo unspecified)
#26 Cc1cc(C)cc(NC(=O)c2ccc(CSc3nnnn3C)cc2)c1
#27 CC(=O)N1CCc2cc(S(=O)(=O)CCC(=O)N3CCN(C(=O)c4ccco4)CC3)ccc21
#28 O=C(c1cnn2ccccc12)N1CCN(C2CCCCC2)CC1
#29 CC(NC(=O)c1ccc(N2CCCC2=O)cc1)c1ccccc1 (stereo unspecified)
#30 COCCCN1CN(S(=O)(=O)c2ccc(Cl)cc2)c2nc3ccccc3nc21
Screen / compound no.	21	22	23	24	25	26	27	28	29	30
sEH inhibitor	.	-6	-9	6	-1	12	5	.	0	7
ERb coact inh	-2	-6	.	-13	1	.	2	-12[fluorescence artefact?]	-5[fluorescence artefact?]	-3
ERa coact pot	101	132[fluorescence artefact?]	.	119	110	.	117[fluorescence artefact?]	111	125	104
sEH activator	.	8	10	-3	0	-11	-6	.	1	-8
Mac1 fbg enh	4	-2	-2	-2	6	4	.	1	0	-1
CD11b adhes inh	17	0	22	-8	5	12	.	-4	2	-8
Smad3 FoxH1 inh	9	-5	.	-3	3	.	14	-13	-14	4
MT1-MMP txn act	1.2	1.1	.	.	1.2	.	1.1	.	1	1.1
Candida biofilm	6	9	.	7	-3	.	5	-1	11	3

#31 CC(C)C(OC(=O)c1cccs1)C(=O)NCc1cccs1 (stereo unspecified)
#32 CC12CCC(C(=O)N3CCN(C(=O)C45CCC(C)(C(=O)O4)C5(C)C)CC3)(OC1=O)C2(C)C
#33 COc1ccc(-c2nnn(CCc3nn[nH]n3)n2)cc1OC
#34 N#Cc1ccc(CSc2nnc(-c3cccs3)n2-c2ccccc2)cc1
#35 O=C(NC12CC3CC(CC(C3)C1)C2)c1cccnc1
#36 COc1cccc(N2C(=O)CC(c3c[nH]c4ccccc34)C2=O)c1 (stereo unspecified)
#37 COc1ccc(C2SCC(=O)N2c2c(C)n(C)n(-c3ccccc3)c2=O)cc1 (stereo unspecified)
#38 COC(=O)c1ccc(Cl)c(NS(=O)(=O)c2ccc3c(c2)OCCO3)c1
#39 Cc1nn(CCC#N)c(NC(=O)c2ccc(Cl)cc2)c1P(=O)(Nc1ccc([N+](=O)[O-])cc1)N1CCOCC1 (stereo unspecified)
#40 COc1ccc(-c2csc(N3CCN(C(=O)c4ccccc4)CC3)n2)cc1
Screen / compound no.	31	32	33	34	35	36	37	38	39	40
sEH inhibitor	-7	2	-12	-11	0	7	.	-6	5	-6
ERb coact inh	1	-1	5[fluorescence artefact?]	-4	0	-2	-2	3[fluorescence artefact?]	0	-4
ERa coact pot	102	105	121	91	119	104	111	126	101	95
sEH activator	9	0	11	12	1	-4	.	0	-5	11
Mac1 fbg enh	1	.	-2	0	12	0	-1	-5	-4	.
CD11b adhes inh	4	.	3	-2	-4	9	-6	4	3	.
Smad3 FoxH1 inh	3	0	-11	-8	4	-6	8[fluorescence artefact?]	2	-33	2[fluorescence artefact?]
MT1-MMP txn act	1.1	0.9	1	1.2	1	1.3	1.1	0.9	1.1	1
Candida biofilm	9	10	-2	6	5	.	9	6	3	10

#41 Cc1ccc(S(=O)(=O)N(C)CC(=O)N2CCCC2)cc1
#42 COc1ccc(/C=C(\C#N)c2nc3ccc(C)cc3[nH]2)cc1Oc1ccc(C(F)(F)F)cc1[N+](=O)[O-]
#43 Cc1noc(C)c1COC(=O)c1ccccc1NC(=O)Cc1ccccc1
#44 CCOC(=O)c1sc2nc(CSCC(=O)OCc3ccc(C(=O)OC)o3)[nH]c(=O)c2c1C
#45 O=C(O)CCC(=O)Nc1ccc2c(c1)oc1ccccc12
#46 CC(=O)CC1OC(=O)C(Br)=C1NCc1ccccc1 (stereo unspecified)
#47 CCCCC1S/C(=N/N=C/c2ccc(OC)cc2)N(Cc2ccc(OC)cc2)C1=O (stereo unspecified)
#48 CCn1c(CNc2ccc(F)cc2)nnc1SCC(=O)Nc1ccccc1OC
#49 COC(=O)C1=C(C)NC2=C(C(=O)CCC2)C1c1coc2ccccc2c1=O (stereo unspecified)
#50 Cc1cc(C)n(C(=O)COc2c(C)cccc2C)n1
#51 CSc1cccc(NC(=O)Nc2ccccc2)c1
#52 N#Cc1nc(Cc2cccc3ccccc23)oc1NCCCn1ccnc1
#53 COc1ccc(NC(=O)N2CCc3ccccc32)cc1
Screen / compound no.	41	42	43	44	45	46	47	48	49	50	51	52	53
sEH inhibitor	-17	2	-1	6	-8	5	0	8	.	11	57	0	44
ERb coact inh	4	.	0	-3[fluorescence artefact?]	-1	.	-6	-2	-6	-5	4	-5	4
ERa coact pot	110	.	101	94	99	.	94	108	96	107	89	113	105
sEH activator	17	1	1	-6	8	-5	3	-5	.	-11	-57	-1	-44
Mac1 fbg enh	.	1	-2	-2	-4	-4	8	.	-2	-3	3	0	-3
CD11b adhes inh	.	-6	12	0	-17	-9	0	.	-19	-12	-20	2	26
Smad3 FoxH1 inh	2	.	0	-20	0	.	0	1	9	1	3	-1	-3
MT1-MMP txn act	1	.	1.2	1.2	1.1	1.1	1	1.1	1.2	1	1.4	1.1	.
Candida biofilm	0	.	-2	4	2	.	6	-3	7	8	8	2	2
